Assay outcomes deposited in PubChem BioAssay by The Scripps Research Institute Molecular Screening Center.
OX1R antag-1 = OX1R (human) antagonism; OX1R-expressing cells, FRET antagonist read-out; inhibition, % at 6.6 µM; hit rate 1.8% among 330,000; AID 485270; in the data active means inhibition mostly above about 38%, no sharp cut-off; inactive means mostly below about 40%;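 further: 0% = agonist challenge alone and 100% = reference antagonist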
Target sequence (O43613 whole entry, looked up): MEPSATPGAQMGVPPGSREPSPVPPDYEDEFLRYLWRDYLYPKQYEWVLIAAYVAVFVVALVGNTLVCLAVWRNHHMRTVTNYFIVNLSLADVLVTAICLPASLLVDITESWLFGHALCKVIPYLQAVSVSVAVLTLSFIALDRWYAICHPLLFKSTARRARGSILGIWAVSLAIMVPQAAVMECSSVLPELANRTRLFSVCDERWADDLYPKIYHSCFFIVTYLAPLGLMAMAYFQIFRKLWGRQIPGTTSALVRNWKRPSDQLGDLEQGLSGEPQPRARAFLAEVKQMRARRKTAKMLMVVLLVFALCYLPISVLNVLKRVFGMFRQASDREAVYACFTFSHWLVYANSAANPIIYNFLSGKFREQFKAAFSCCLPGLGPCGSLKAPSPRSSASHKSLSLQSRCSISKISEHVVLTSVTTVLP
OX1R antag-2 = blocks the human orexin 1 receptor; hit rate 0.43% among 330,000; CHO/OX1R cells, Fluo-8 calcium fluorescence, orexin A; O43613; AID 434989; inhibition, % at 5 µM;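 active means inhibition above its plate's threshold, mean inhibition of all tested compounds on the plate plus 3 SD, cut at about 37% in these data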;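 further: 0% = orexin A challenge wells and 100% = SB-334867-A antagonist wells; not every result past the cut was called active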
* = called active by the depositor. No enrichment for hits; any-hit rate near 2%.

OX1R antag-1	OX1R antag-2	SMILES
7	-5	O=C(NC(Cc1ccccc1)C(=O)O)c1ccccc1 (configuration not stated)
26	-8	CCN1C(=O)N[C@H](c2ccc(Br)cc2)C(C(C)=O)=C1C
2	-29	NC(=O)C1CCN(C(=O)c2ccc(Cl)c(S(=O)(=O)NCc3ccco3)c2)CC1
6	4	Cc1nc2ncnn2c(N2CCN(C(=O)c3cccc(F)c3)CC2)c1Cc1ccccc1
35	-22	COc1c(C)cc(C(=O)C2CCCN(S(=O)(=O)N(C)C)C2)cc1C (configuration not stated)
19	-3	Cc1ccc(/C=C(\NC(=O)c2ccccc2)C(=O)OCc2ccccc2)cc1
15	-27	Cc1nc(SCC(=O)NCC2CCCO2)c2c3c(sc2n1)CCCC3 (configuration not stated)
32	-6	O=C(Cn1c(O)c(/C=C2\C=Nc3ccc(Br)cc32)sc1=O)N1CCCC1
39	-15	COc1c(Cl)cc(C(=O)NCc2ccco2)cc1Cl
10	2	CC[C@]12c3[nH]c4cc(CCC(=O)N(C)C)ccc4c3CCN1C(=O)[C@@H](CC(=O)NCCC1=CCCCC1)C[C@@H]2C(=O)N1CCN(C(=O)c2ccco2)CC1

Continued:
OX1R antag-1	OX1R antag-2	SMILES
14	-9	Cc1ccccc1NS(=O)(=O)c1ccc(C(=O)NCC(c2ccccc2)N(C)C)cc1 (configuration not stated)
11	-9	CCOC(=O)C1CCCN(C(=O)c2sc3nc(-c4ccccc4)cn3c2C)C1 (configuration not stated)
16	-28	CCOc1ccc(N(Cc2cc3ccc(C)cc3[nH]c2=O)S(=O)(=O)c2ccccc2)cc1
-3	-19	COc1ccc(CN2C(=O)c3ccccc3C2=O)cc1C(=O)N(C)CC(=O)Nc1c(C)cccc1C
5	8	CC1CCCC(C)N1C(=O)COC(=O)c1cccc(S(=O)(=O)N(C)c2ccccc2)c1 (configuration not stated)
23	-6	O=C(N/N=C/C1CC=CCC1)c1ccc(Cl)cc1O (configuration not stated)
15	-16	COc1ccc(C(=O)OC(C)C(=O)NC2CCCCC2C)cc1S(=O)(=O)N1CCOCC1 (configuration not stated)
4	12	COC(=O)c1c(O)c2c([nH]c1=O)CCCC2
12	-17	O=C(COc1ccc(Cl)cc1)Nc1ccc(Cl)cn1
18	-21	CC(=O)Nc1cccc(-c2nnc3c4ccccc4c(C)nn23)c1

Additional results follow:
OX1R antag-1	OX1R antag-2	SMILES
30	-1	O=C1CCN(c2ncccc2[N+](=O)[O-])CC1
14	-2	Cc1oc2cc(O)ccc2c(=O)c1Oc1ccccc1Br
11	-46	COCCN1Cc2cc3cc(C)ccc3nc2SC1=Nc1ccc(OC)cc1
8	0	CCc1ccc2c(c1)cc(CN(C(=S)Nc1ccccc1C)C1CC1)c1nnnn12
23	-3	COC(=O)c1scc(C)c1N1C(=O)c2ccccc2C1=O
19	-15	Cc1ccc(S(=O)(=O)N(C)c2ccc(C(=O)N3CCc4ccccc4C3)cc2)cc1
15	36	Cc1ccc(C(=O)Nc2cccc(N(C)S(C)(=O)=O)c2)cc1S(=O)(=O)Nc1ccccc1
10	-2	N/C(=N\c1nc(CSc2ccc(Cl)cc2)cc(=O)[nH]1)Nc1cccc2ccccc12
11	-17	COCCSc1ccccc1C(=O)Nc1nnc(COC)s1
35	-20	CCOC(=O)N1CCN(Cc2nc3cc(NC(=O)c4cccs4)ccc3n2C)CC1

Additional entries.
OX1R antag-1	OX1R antag-2	SMILES
16	-29	CCC(Oc1ccccc1)C(=O)Nc1cc(Cl)ccc1-n1cncn1 (configuration not stated)
11	-23	Cc1cccc(N(C)Cc2nnc(-c3cccc(Br)c3)o2)c1
17	-19	Cc1ccc(CNC(=O)CS(=O)Cc2nc(-c3ccccc3F)oc2C)cc1 (configuration not stated)
19	-4	N#CC1=C(N)Oc2cc(N)ccc2C1c1cccnc1 (configuration not stated)
4	-22	COCCCNC(=O)Cc1coc2ccc3ccccc3c12
-4	7	COc1cc(OC)cc(C(=O)NC2CC3CCC(C2)N3C)c1 (configuration not stated)
16	-5	CC(C)CC(=O)NCC(C)NC(=O)CC(C)C (configuration not stated)
18	-19	Cc1ccc(S(=O)(=O)CC(=O)N2CCN(c3cccc(C(F)(F)F)c3)CC2)cc1
21	-31	CC1CCC(NC(=O)c2cc3c(s2)CCCC3)CC1 (configuration not stated)
22	-28	CC1CCCCN1C(=O)C(Cc1ccccc1)N1C(=O)C2CCCCC2C1=O (configuration not stated)

Further records
OX1R antag-1	OX1R antag-2	SMILES
6	11	CCCNC(=O)Nc1ccsc1C(=O)OC
56	-18	O=C(C1CCN(S(=O)(=O)c2cccc3nsnc23)CC1)N1CCc2ccccc2C1
18	-26	COc1ccc(CCNC(=O)c2ccc3ccccc3n2)cc1
21	-7	COc1ccccc1N1C(=O)CC(Sc2n[nH]c(-c3cccc(C)c3)n2)C1=O (configuration not stated)
11	-10	CCOC(=O)Cn1c(=O)c(-c2ccccc2N)nc2ccccc21
9	-21	Cc1onc(-c2ccccc2Cl)c1C(=O)NCc1ccc2c(c1)cc(C)n2C
15	-14	CCOC(=O)c1c(NC(=O)Cn2nnc(-c3ccccc3Cl)n2)sc(C)c1C
13	-8	CCN(CC)CCC#CC(O)(c1ccccc1)C1CCCCC1 (configuration not stated)
4	-20	O=[N+]([O-])c1ccc(CSc2nc3ncc(Br)cc3[nH]2)cc1
9	-12	OCCNCc1cccc2ccccc12

Remaining list, next part
OX1R antag-1	OX1R antag-2	SMILES
4	-9	O=C(CN1CCN(C(c2ccccc2)c2ccccc2)CC1)N1CCOCC1
8	-4	CC(C)(C)Nc1nc(Cl)nc(NCCN2CCOCC2)n1
9	-4	O=C(Nc1ccccc1OC(F)F)c1ccc(F)cc1
17	4	O=C(COC(=O)CNC(=O)c1ccccc1)NC(=O)NC1CCCCC1
15	-9	O=c1cc(CN2CCCCC2)nc(C2CC2)[nH]1
4	-16	CN1C(c2ccccc2)=NO[C@]1(C)c1ccccc1
13	-18	CCCCOC(=O)c1sc2nc(C)cc(C)c2c1N
13	-28	Cc1ccc(NCc2nnc(SCC(=O)Nc3ncc(C)s3)n2CC2CCCO2)c(C)c1 (configuration not stated)
17	-27	O=C(NCc1cccs1)c1ccc2c(c1)OCCO2
52	-10	O=C(c1ccccc1)c1c(-c2ccccc2)[nH]n(-c2ccccc2)c(=O)c1=O

The results go on.
OX1R antag-1	OX1R antag-2	SMILES
7	-28	CN(C(=O)COC(=O)c1ccccc1Nc1ccccc1)C1CCS(=O)(=O)C1 (configuration not stated)
50*	-23	COc1cccc(NC(=O)CCN2C(=O)c3ccc([N+](=O)[O-])cc3C2=O)c1
22	-10	O=C(Cc1ncc(C(F)(F)F)cc1Cl)Nc1ccc(F)cc1
1	1	Cc1cc(-c2n[nH]c(=S)n2/N=C/C(Cl)=C/c2ccccc2)n[nH]1
1	-11	Cc1ccc(-c2csc3nc(=O)c(C)nn23)cc1
16	-12	COc1ccc(C(=O)/C=C/c2cn(CC(O)CN3CCOCC3)c3ccccc23)cc1 (configuration not stated)
3	-7	C[C@H]1CN([C@@H](C)CO)C(=O)Cc2cc(NC(=O)CCC(F)(F)F)ccc2O[C@H]1CN(C)S(C)(=O)=O
17	-20	Cc1ccc(N2CCN(S(=O)(=O)c3nnc(NC(=O)c4ccccc4)s3)CC2)cc1
0	-5	NC(=O)C1C(c2ccccc2)=C1c1ccccc1
3	-3	CN1N=C2c3ccccc3CCC2C1c1ccc(Cl)cc1 (configuration not stated)

At a glance, part of the list above.
OX1R antag-1	OX1R antag-2	SMILES
19	-4	N#CC1=C(N)Oc2cc(N)ccc2C1c1cccnc1 (configuration not stated)
4	-22	COCCCNC(=O)Cc1coc2ccc3ccccc3c12
-4	7	COc1cc(OC)cc(C(=O)NC2CC3CCC(C2)N3C)c1 (configuration not stated)
16	-5	CC(C)CC(=O)NCC(C)NC(=O)CC(C)C (configuration not stated)
18	-19	Cc1ccc(S(=O)(=O)CC(=O)N2CCN(c3cccc(C(F)(F)F)c3)CC2)cc1
21	-31	CC1CCC(NC(=O)c2cc3c(s2)CCCC3)CC1 (configuration not stated)
22	-28	CC1CCCCN1C(=O)C(Cc1ccccc1)N1C(=O)C2CCCCC2C1=O (configuration not stated)
6	11	CCCNC(=O)Nc1ccsc1C(=O)OC
56	-18	O=C(C1CCN(S(=O)(=O)c2cccc3nsnc23)CC1)N1CCc2ccccc2C1
18	-26	COc1ccc(CCNC(=O)c2ccc3ccccc3n2)cc1
21	-7	COc1ccccc1N1C(=O)CC(Sc2n[nH]c(-c3cccc(C)c3)n2)C1=O (configuration not stated)
11	-10	CCOC(=O)Cn1c(=O)c(-c2ccccc2N)nc2ccccc21
9	-21	Cc1onc(-c2ccccc2Cl)c1C(=O)NCc1ccc2c(c1)cc(C)n2C
15	-14	CCOC(=O)c1c(NC(=O)Cn2nnc(-c3ccccc3Cl)n2)sc(C)c1C
13	-8	CCN(CC)CCC#CC(O)(c1ccccc1)C1CCCCC1 (configuration not stated)
4	-20	O=[N+]([O-])c1ccc(CSc2nc3ncc(Br)cc3[nH]2)cc1
9	-12	OCCNCc1cccc2ccccc12
4	-9	O=C(CN1CCN(C(c2ccccc2)c2ccccc2)CC1)N1CCOCC1
8	-4	CC(C)(C)Nc1nc(Cl)nc(NCCN2CCOCC2)n1
9	-4	O=C(Nc1ccccc1OC(F)F)c1ccc(F)cc1
17	4	O=C(COC(=O)CNC(=O)c1ccccc1)NC(=O)NC1CCCCC1
15	-9	O=c1cc(CN2CCCCC2)nc(C2CC2)[nH]1

The results go on:
OX1R antag-1	OX1R antag-2	SMILES
12	-16	COc1cc(NC(=O)c2cc3ccccc3o2)ccc1NC(=O)c1ccco1
7	-16	COc1ccc(NC(=O)c2cc(-c3ccccn3)nc3ccccc23)c(OC)c1
1	4	CCCn1c(N)c(N(CCOC)C(=O)C2CCCC2)c(=O)[nH]c1=O
16	-4	Clc1ccccc1Cc1noc(CN2CCN3CCCC3C2)n1 (configuration not stated)
16	-39	CCOc1cc(S(=O)(=O)n2cnc(C)c2)ccc1Cl
1	-11	O=C(CCN1CCN(c2ccccc2)CC1)c1ccc(Cl)cc1
48	-11	COC(=O)c1sccc1-n1cccc1C(=O)C(=O)Nc1ccc(F)cc1
7	-21	Cc1ccc(-n2c(=S)[nH]c3c(oc4ccccc43)c2=O)cc1C
9	-10	O=C(Nc1ccccc1C1CC1)c1cccs1
16	-11	COc1cc2c(cc1NC(=O)C(C)Sc1nc3ccccc3n1C)oc1ccccc12 (configuration not stated)

Other results.
OX1R antag-1	OX1R antag-2	SMILES
7	-25	CC(C)(CSc1nncn1/N=C/c1ccco1)NS(=O)(=O)c1ccc(Cl)cc1
15	-31	Cc1ccc(C)c(C(=O)COc2ccccc2[N+](=O)[O-])c1
42	-59	CCOC(=O)N1CCN(C(=O)C(NS(=O)(=O)c2cccc3nsnc23)c2ccccc2)CC1 (configuration not stated)
1	-18	Cc1nnc(NC(=O)c2ccc(S(=O)(=O)C(F)F)cc2)s1
22	-26	CCCNC(=O)c1ccc(N2CCC3(CC2)CC(c2ccccc2)=NO3)c(NC(=O)c2ccc(Br)cc2)c1
7	-16	Cc1ccc(-c2[nH]ncc2CN2CCN(C(=O)c3cccs3)CC2)cc1C
12	-17	COc1ccc(OCC(O)Cn2c(Nc3cccc(C)c3)nc3c2c(=O)n(C)c(=O)n3C)cc1 (configuration not stated)
10	-20	O=C(COC(=O)c1ccccn1)NCc1ccccc1
28	-14	COc1ccccc1OCC(=O)NCCc1nc2ccccc2[nH]1
38	-29	COC(=O)[C@@]1(Cc2ccc(F)cc2)[C@H]2c3cc(C(=O)N(C)C)n(Cc4ccccc4)c3C[C@H]2CN1C(=O)c1ccccc1

(next part)
OX1R antag-1	OX1R antag-2	SMILES
15	-14	CCn1c(=O)n(CC(=O)NCc2ccccc2OC)c(=O)c2ccccc21
5	-16	CCOC(=O)CSc1nnc(NC(=O)c2cccc(S(=O)(=O)N3CCCCCC3)c2)s1
-7	-3	O=C(CSc1nnc(CNC(=O)c2ccccc2F)o1)NCc1ccco1
8	-4	C[C@@H](C(=O)N[C@H](C(=O)O)c1ccccc1)n1nnc2ccccc2c1=O
24	-25	CCC(c1nnnn1CCOC)N(Cc1cc2cc(C)c(C)cc2[nH]c1=O)CC1CCCO1 (configuration not stated)
10	-6	CCCCCCn1c(SCCOC)nc2c1c(=O)[nH]c(=O)n2C
10	-8	COC(=O)C1=C(C)NC(=O)C1(NS(=O)(=O)c1ccc(NC(C)=O)cc1)C(F)(F)F (configuration not stated)
13	-8	COc1ccc(OC)c(C2=NS(=O)(=O)N(C)C(C(=O)Nc3ccc(F)cc3F)=C2)c1
6	-14	CC(C)NC(=O)CSc1nncn1-c1ccccc1
3	-9	CCCCCN(C(=O)CCC(=O)OC(C)C(=O)Nc1cccc(C#N)c1)c1c(N)n(CCCC)c(=O)[nH]c1=O (configuration not stated)

Following part.
OX1R antag-1	OX1R antag-2	SMILES
6	-6	C=CCNC(=O)CCc1nnc(C2(c3ccc(Cl)cc3)CCC2)o1
20	-22	COC(=O)c1sc(N2C(=O)C(O)=C(C(=O)c3ccc(C)o3)C2c2cccs2)nc1C (configuration not stated)
23	-10	Cc1cc(C)cc(N=Cc2c(O)c3ccccc3oc2=O)c1
21	-20	COc1ccccc1N1CCN(CC(=O)Nc2c(C)n[nH]c2C)CC1
13	-40	CCOc1ccc(C(C)=O)cc1CSc1nc2nc(C)cc(C)n2n1
3	-18	C=CCN(C(=O)CNC(=O)c1cccs1)C(C(=O)NC1CCCCC1)c1cccnc1 (configuration not stated)
15	5	CS(=O)(=O)N1CCC(C(=O)Nc2ccccc2F)CC1
-3	-6	Cc1ccc(CNC(=O)Nc2ccccc2)n1C
4	-10	COc1cccc(CC(=O)OCC(=O)N(C)CC(=O)Nc2ccc(Cl)c(C(F)(F)F)c2)c1
